OXTR potentiate – potentiators of human oxytocin receptor | P30559 | CHO-OTR cells, Fluo-8 calcium fluorescence, potentiator mode; 0% = oxytocin EC15, 100% = EC100 | activation, % at 3 µM | 320,000 tested, 0.061% active | AID 2445;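 active means activation above that plate's cutoff, the mean activation of tested compounds plus 3 SD, cut at about 6.6% in these data, passing the limit was not always enough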;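 further: 100% uses oxytocin at 75 nM as the full agonist control; some results filed as inactive read as strong as hits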
Target sequence (P30559 whole entry, looked up): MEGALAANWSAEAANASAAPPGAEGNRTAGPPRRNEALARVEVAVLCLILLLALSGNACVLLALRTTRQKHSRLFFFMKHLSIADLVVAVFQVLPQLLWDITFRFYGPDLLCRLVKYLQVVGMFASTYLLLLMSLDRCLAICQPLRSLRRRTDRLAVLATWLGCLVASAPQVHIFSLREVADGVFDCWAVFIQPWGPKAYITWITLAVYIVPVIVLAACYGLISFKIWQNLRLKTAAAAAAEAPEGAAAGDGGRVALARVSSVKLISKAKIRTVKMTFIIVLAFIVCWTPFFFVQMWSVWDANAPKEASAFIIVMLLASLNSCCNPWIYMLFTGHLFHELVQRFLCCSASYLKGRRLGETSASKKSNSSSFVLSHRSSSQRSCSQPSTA
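assay system = CHO-OTR cells, human receptor | schedule = compound 6 min at room temperature before oxytocin, 100 s read | detection = Fluo-8 intracellular calcium fluorescence, ex 470-495, em 515-575 nm | evaluation = normalized max/min fluorescence ratio, % activation | control set = EC15 oxytocin alone as 0%, 75 nM oxytocin (EC100) as 100%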
TAAR1 agonist – human TAAR1 agonism; Q96RJ0; CHO RD-HGA16 TAAR1, Fluo-8 calcium fluorescence; vehicle wells 0%, saturating PEA agonist 100%; activation, % at 3 µM; 360,000 tested, 0.99% active;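 active means activation above the mean activation of all test compounds in the run plus 3 SD, cut at about 38% in these data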
Target sequence (Q96RJ0 whole entry, looked up): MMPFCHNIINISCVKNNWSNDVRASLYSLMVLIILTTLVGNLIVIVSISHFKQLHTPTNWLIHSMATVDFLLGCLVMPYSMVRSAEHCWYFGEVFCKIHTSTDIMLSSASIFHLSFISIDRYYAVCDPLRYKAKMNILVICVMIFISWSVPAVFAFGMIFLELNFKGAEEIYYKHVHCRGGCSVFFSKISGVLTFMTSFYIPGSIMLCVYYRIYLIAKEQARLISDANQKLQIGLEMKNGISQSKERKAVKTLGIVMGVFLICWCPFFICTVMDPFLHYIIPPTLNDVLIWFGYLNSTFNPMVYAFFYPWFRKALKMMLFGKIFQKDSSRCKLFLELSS
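Assay system: CHO-derived RD-HGA16 cells with stable Gα16 and human TAAR1; timing: 17-24 h seeding, 75 min 37 °C dye, 30 min RT; read-out: % activation from peak over basal fluorescence ratio, DMSO-to-PEA scaled; measured by: kinetic Fluo-8 calcium fluorescence; benchmarks: low control DMSO, high control PEA (EC100); doses: 3 µM single concentration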
M1 ag parental – M1 agonist counterscreen hit in parental CHO-K1 cells; 360,000 tested, 0.48% active; Fluo-8 calcium fluorescence; scaled to maximal ATP response, vehicle zero; activation, % at 3 µM; in the data active means activation above about 15%;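 further: untransfected CHO-K1 host cells lacking M1 receptor as counterscreen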
CHO-K1 Ca antag – counter-screen for M1 antagonists: effect in parental CHO-K1 cells; ATP-induced calcium, Fluo-8 fluorescence; inhibition, % at 3 µM; 360,000 tested, 0.6% active;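 active means inhibition above a per-plate cutoff, the plate's mean sample inhibition plus 3 SD, cut at about 24% in these data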;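 further: 0% = DMSO plus EC80 ATP and 100% = DMSO alone without ATP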
CHRM1 agonist – agonists of human M1 muscarinic receptor; P11229; CHO-K1 hM1, Fluo-8 calcium fluorescence, agonist mode; 0% DMSO, 100% acetylcholine EC100; activation, % at 3 µM; 360,000 tested, 0.33% active; AID 588814;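 active means activation above the run's mean compound activation plus 3 SD, cut at about 16% in these data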;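 further: peak over basal fluorescence ratio within a 140 s kinetic read after compound addition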
TAAR1 antagonist – human TAAR1 antagonism; CHO RD-HGA16 TAAR1, Fluo-8 calcium fluorescence, antagonist; inhibition, % at 3 µM; 360,000 tested, 1.5% active; AID 624466;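 active means inhibition above a per-plate cutoff, the mean inhibition of test compounds on that plate plus 3 SD, cut at about 49% in these data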;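 further: 0% = DMSO plus EC80 beta-PEA response and 100% = DMSO alone without agonist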
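System: RD-HGA16 CHO cells with stable hTAAR1 and Gα16 | Probe or stimulus: EC80 β-phenethylamine stimulus | Dosing: 3 µM, single point | Times: Dye loading 75 min at 37 °C, then 30 min room temperature | Measured by: Fluo-8 calcium-sensitive fluorescence | Read-out basis: % inhibition of agonist calcium response | Replicates: n of 1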
V1R ag counter – V1a receptor agonism, counter-screen for OXTR agonists. activation, % at 3 µM. CHO-V1R cells, Fluo-8 calcium fluorescence, agonist mode; 0% DMSO, 100% 3 nM vasopressin. P37288. 320,000 tested, 0.25% active;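 active means activation above the mean activation of all tested compounds plus 3 SD, per screening run, cut at about 20% in these data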;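 further: signal is peak over basal fluorescence ratio across a 100 second FLIPR read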
CHO parental Ca – counter-screen for OX1R antagonists: effect in parental CHO cells; parental CHO-K1, ATP-induced calcium, Fluo-8 fluorescence; inhibition, % at 5.6 µM; 330,000 tested, 0.63% active; AID 463079;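 active means inhibition above that plate's mean sample inhibition plus 3 SD, cut at about 26% in these data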;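 further: 0% = ATP-challenged DMSO wells and 100% = DMSO wells without ATP; some compounds past the cut are filed as inactive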
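Assay system: untransfected parental CHO cell line. Also added: ATP agonist challenge. Dosing: one dose, 5.6 µM nominal. Measured by: Fluo-8 fluorescence. Read-out: % inhibition. Benchmarks: ATP wells versus no-ATP DMSO wells. Repeats: no replicates.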
M1 PAM parental – nonselective activator or artifact in parental CHO-K1 calcium assay. activation, % at 3 µM. ATP EC20, Fluo-8 calcium fluorescence; 0% at ATP EC20, 100% at ATP max. 360,000 tested, 0.02% active. AID 602247;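 active means activation above the run cutoff, the mean activation of all test compounds plus 3 SD, cut at about 40% in these data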;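 further: peak over basal fluorescence ratio in a 140 s read after ATP addition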
* marks the source's active call; other numbers are inactive results; / = not tested or not shown.

SMILES	OXTR potentiate	TAAR1 agonist	M1 ag parental	CHO-K1 Ca antag	CHRM1 agonist	TAAR1 antagonist	V1R ag counter	CHO parental Ca	M1 PAM parental
CCOC(=O)c1[nH]c(CO)c(C(=O)OCC)c1C	-4	3	0.3	6	2	2	1.6	2	-9
CCOc1ccc(OCC)c(S(=O)(=O)n2cc(C)nc2CC)c1	-11	-2	-0.3	-5	-11	0	-1.4	-14	11
Nc1ccc(C(=O)OCc2nc3cc4ccccc4cc3[nH]2)cc1	-10	1	0.9	11	-10	24	3.7	-8	7
O=C(CSc1cccc2cccnc12)Nc1cccc(S(=O)(=O)N2CCOCC2)c1	7	8	0.2	-4	-2	8	-0.9	-18	-12
O=C(COc1ccccc1[N+](=O)[O-])OCCCOC(=O)COc1ccccc1[N+](=O)[O-]	-8	5	0.0	4	5	4	0.2	-5	-13
CN(C)S(=O)(=O)c1cccc(C(=O)NCCNC(=O)c2cccc(S(=O)(=O)N(C)C)c2)c1	-9	5	11	4	-8	-12	2.5	0	17
CCOc1ccc(S(=O)(=O)N2CCOCC2)cc1NS(=O)(=O)c1ccc(OC)c([N+](=O)[O-])c1	-1	12	2.6	-2	-5	-18	-0.1	-17	5
Cc1nn(C)cc1S(=O)(=O)N1CCCCC1C (configuration not stated)	-8	4	0.6	-3	-2	-13	-0.8	-10	17
Cn1c(=O)c2ccccc2n(CC(=O)NCCC2=CCCCC2)c1=O	2	-2	5.2	-19	-1	1	1.7	-4	9
CCc1ccccc1N(CC(=O)NCCSCc1ccco1)S(C)(=O)=O	-2	21	0.7	-20	-2	-7	0.3	-17	6
Cc1cccc(OCC(=O)NC(=S)Nc2ccc(S(=O)(=O)NC3CCCCC3)cc2)c1	-15	2	3.5	2	1	44	3.5	10	16
Cc1ccc(-c2nn(-c3ccccc3)cc2CO)cc1	-13	0	8.8	-12	-3	-6	-0.1	-9	15
Cc1ccccc1-c1nc(CS(=O)(=O)CC(=O)NC2CCCCC2C)c(C)o1 (configuration not stated)	-6	3	2.4	-9	-1	-23	4.0	-26	-8
CCN(CC)S(=O)(=O)c1ccc(C(=O)NCC(c2cccs2)N2CCOCC2)cc1 (configuration not stated)	-2	0	0.4	4	-6	-8	1.2	-18	-1
CCS(=O)(=O)N1CCN(S(=O)(=O)c2ccc(S(=O)(=O)NC3CC3)cc2)CC1	-2	0	0.7	-12	-11	-22	3.5	-4	-2
CNC(=O)c1ccc2nc(NC(C)=O)sc2c1	0	0	0.1	5	-2	9	1.0	-12	-3
COC(=O)c1cc(OC)c(OC)cc1NC(=O)CSCc1c(C)noc1C	-5	11	0.4	-7	-4	8	0.8	-11	6
O=C(NC(=S)NC1CCSC1=O)c1ccccc1 (configuration not stated)	0	2	-0.3	-14	-4	-11	0.1	-4	7
CCN(CC)c1nc2ccccc2n2cnnc12	-7	6	0.1	6	-6	-5	-0.8	-15	8
COc1ccccc1C(=O)NCC(=O)NC(C)CCc1ccccc1 (configuration not stated)	-9	11	0.8	0	-2	-29	-0.4	-14	-1
O=C(NCCN1C(=O)C2C3C=CC(C3)C2C1=O)N1CCOCC1 (configuration not stated)	1	1	0.0	-4	-1	-10	0.2	-6	11
Cc1onc(-c2ccccc2)c1C(=O)NCC1COc2ccccc2O1 (configuration not stated)	-6	7	0.8	-15	-5	2	-0.7	-6	12
CC1(C)Cc2c(C#N)c(NC3CCCCC3)nc(-c3ccco3)c2CO1	-5	/	0.0	-15	-2	/	-1.2	-16	16
O=C(O)CN1C(=O)/C(=C/c2cccc(Cl)c2)Oc2ccccc21	0	2	0.2	-10	-2	-21	0.6	-8	-18
CCOC(=O)C1CCCN(C(=O)c2cn(C)c3ccc(S(=O)(=O)N4CCCC4)cc3c2=O)C1 (configuration not stated)	5	2	0.2	4	-3	12	-0.1	5	2

Compound profiles (already shown). Values in the order: OXTR potentiate | TAAR1 agonist | M1 ag parental | CHO-K1 Ca antag | CHRM1 agonist | TAAR1 antagonist | V1R ag counter | CHO parental Ca | M1 PAM parental
CNC(=O)c1ccc2nc(NC(C)=O)sc2c1 is entered as 0 | 0 | 0.1 | 5 | -2 | 9 | 1.0 | -12 | -3
O=C(NC(=S)NC1CCSC1=O)c1ccccc1 (configuration not stated) is entered as 0 | 2 | -0.3 | -14 | -4 | -11 | 0.1 | -4 | 7

More results
SMILES	OXTR potentiate	TAAR1 agonist	M1 ag parental	CHO-K1 Ca antag	CHRM1 agonist	TAAR1 antagonist	V1R ag counter	CHO parental Ca	M1 PAM parental
COCCCNC(=O)/C(C#N)=C/c1c(N2CCN(C)CC2)nc2ccccn2c1=O	-13	0	0.1	-3	-4	-7	1.0	-7	-22
Cc1ccc(CN(C)C(=O)c2cccc(S(=O)(=O)N3CCc4ccccc4C3)c2)o1	-4	-2	0.1	0	-2	10	0.2	-22	-11
CCN(CC)CCOCCOc1ccc(Cl)c2ccccc12	-14	4	3.0	-2	-5	-18	1.7	-8	11
COCCNC(=O)C1CCCN(S(=O)(=O)c2ccc3c(c2)CC(C)N3C(=O)C2CC2)C1 (configuration not stated)	3	0	-0.1	-4	0	-19	-0.1	-17	16
COc1cc(C(=O)Nc2nnc(C)s2)c([N+](=O)[O-])cc1OC	-1	0	0.3	-10	0	-7	0.0	-17	12
CC(C)(C)c1ccc(OCC(O)CN2CCN(c3ccccn3)CC2)cc1 (configuration not stated)	-6	5	3.6	-14	-2	-11	2.7	-38	-10
COc1cc(CNc2nc3ccccc3[nH]2)cc(OC)c1OC	-5	15	0.3	2	-4	7	1.0	-15	-7
CCCCCC(=O)Nc1ccc(N2CCN(S(C)(=O)=O)CC2)cc1	4	7	0.4	-12	-2	-2	0.2	4	-6
COc1ccccc1N1C(=NC(=O)C(C)Oc2ccccc2)SC2CS(=O)(=O)CC21 (configuration not stated)	-3	2	1.1	-10	-2	-9	2.9	-2	3
CC(C)S(=O)(=O)NC(=O)C1(C)CCN1C(=O)Cc1ccccc1Cl (configuration not stated)	/	4	0.0	-12	-2	-5	/	/	13
CC(=O)OCC(=O)C12OC(C)(C)OC1CC1C3CC=C4CC(O)CCC4(C)C3CCC12C (configuration not stated)	/	9	0.2	-7	-5	-40	/	/	-6
Cc1ccnc(NC2c3ccccc3C(=O)N2Cc2ccccc2Cl)c1 (configuration not stated)	-1	2	-0.4	-2	-2	-17	0.2	-1	17
CC1(C(=O)OCC(=O)NNC(=O)COc2ccc(Cl)cc2)CC1(Cl)Cl (configuration not stated)	-6	1	3.0	-1	-1	-3	2.3	-30	-2
Cc1csc(-c2cc(C(=O)NCc3cc(C(F)(F)F)cc(C(F)(F)F)c3)n[nH]2)c1	/	4	-1.1	23	-3	4	/	/	-24
O=C1CCc2cc(S(=O)(=O)N3CCN(Cc4ccc5c(c4)OCO5)CC3)ccc2N1	-9	8	2.1	-15	-3	4	3.1	-18	0
COc1ccc(/C=C2\SC(N3CCc4ccccc4C3)=NC2=O)cc1OC	6	26	1.2	-6	-9	-2	-1.6	-19	18
Cc1ccc(C(NC(=O)N2CCCC2)C(Cl)Cl)cc1F (configuration not stated)	-4	-1	1.1	-3	-8	11	-0.5	-3	17
O=C(NCc1ccc(F)cc1)c1cc(-c2ccncc2)nc2ccccc12	-3	11	7.5	-2	-4	48	6.0	-13	-4
O=C1CCN(C(=O)Nc2ccccc2Cl)N1	2	6	1.2	-10	-5	-2	0.6	2	24
CN(CC(=O)Nc1ccc(F)c(F)c1F)C1CCCCC1	-3	1	-0.3	16	-3	-5	-0.6	1	-6
Cc1cc(=O)c2cc(NC(=O)c3ccccc3Cl)ccc2[nH]1	-2	4	0.2	2	-2	-27	3.2	-5	-13
Nc1ccc2c(c1)C(=O)c1cc(N)c(Cl)cc1-2	/	3	-0.8	-3	-4	-21	/	/	-9
CC(C)Cn1cnc2c1c(=O)n(CC(O)c1ccccc1)c(=O)n2CC(C)C (configuration not stated)	-6	2	2.4	-23	-7	-5	0.9	-21	10
O=C(CSc1nnc(-c2ccc(F)cc2)o1)NC1CCCC1	/	6	0.3	-2	-2	6	/	/	2
CCC1CCc2c(sc(NC(=O)c3cnccn3)c2C(N)=O)C1 (configuration not stated)	-2	6	-0.5	-5	-4	-8	0.5	-7	-9
Cc1cccc(S(=O)(=O)Nc2nc3ccccc3nc2NCc2ccc3c(c2)OCO3)c1	-4	0	0.3	9	-2	1	-0.1	-9	3
CCc1ccc(CNC(=O)CCc2nnc(Cc3cccc(C(F)(F)F)c3)o2)nc1	1	0	0.3	-2	-9	2	0.8	-8	18
O=C(CSc1nc2ccccc2o1)NCc1ccco1	0	8	0.6	-1	-3	18	-1.4	-7	7
CCC(C)NC(=O)c1cccc(OCc2c(C)noc2C)c1 (configuration not stated)	2	-1	-1.0	7	-5	-5	0.1	-12	-8

Of the compounds above, 9 have two or more sulfur atoms:
SMILES	OXTR potentiate	TAAR1 agonist	M1 ag parental	CHO-K1 Ca antag	CHRM1 agonist	TAAR1 antagonist	V1R ag counter	CHO parental Ca	M1 PAM parental
O=C(CSc1cccc2cccnc12)Nc1cccc(S(=O)(=O)N2CCOCC2)c1	7	8	0.2	-4	-2	8	-0.9	-18	-12
CN(C)S(=O)(=O)c1cccc(C(=O)NCCNC(=O)c2cccc(S(=O)(=O)N(C)C)c2)c1	-9	5	11	4	-8	-12	2.5	0	17
CCOc1ccc(S(=O)(=O)N2CCOCC2)cc1NS(=O)(=O)c1ccc(OC)c([N+](=O)[O-])c1	-1	12	2.6	-2	-5	-18	-0.1	-17	5
CCc1ccccc1N(CC(=O)NCCSCc1ccco1)S(C)(=O)=O	-2	21	0.7	-20	-2	-7	0.3	-17	6
Cc1cccc(OCC(=O)NC(=S)Nc2ccc(S(=O)(=O)NC3CCCCC3)cc2)c1	-15	2	3.5	2	1	44	3.5	10	16
CCN(CC)S(=O)(=O)c1ccc(C(=O)NCC(c2cccs2)N2CCOCC2)cc1 (configuration not stated)	-2	0	0.4	4	-6	-8	1.2	-18	-1
CCS(=O)(=O)N1CCN(S(=O)(=O)c2ccc(S(=O)(=O)NC3CC3)cc2)CC1	-2	0	0.7	-12	-11	-22	3.5	-4	-2
O=C(NC(=S)NC1CCSC1=O)c1ccccc1 (configuration not stated)	0	2	-0.3	-14	-4	-11	0.1	-4	7
COc1ccccc1N1C(=NC(=O)C(C)Oc2ccccc2)SC2CS(=O)(=O)CC21 (configuration not stated)	-3	2	1.1	-10	-2	-9	2.9	-2	3

Screening results (PubChem BioAssay)
